Screening data as filed in PubChem BioAssay.
Nrf2 inh = Nrf2 pathway inhibition | A549 ARE-Fluc reporter, luciferase luminescence, 18-24 h | Potency, µM (highest dose often 46 µM), for the others: top-dose activity change, negative = inhibition, usual class: inhibitors | 360,000 compounds, 2.1% hits | AID 504444; note: potency is the fitted concentration of half-maximal effect; % is set by controls: 0 for no effect and ±100 for the full control effect; nearly all actives have a fitted effect of over 60% in size
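Quantitative HTS in A549 cells stably bearing an antioxidant response element-firefly luciferase construct. Inhibition of Nrf2-driven transcription was scored by luminescence after 18-24 h of compound exposure at 37 °C.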
EPAC2 antagonist = EPAC2 (human) antagonism | Q8WZA2 | 360,000 compounds, 0.18% hits | Potency, µM (doses to about 114 µM), for inactives: at the top dose activity, negative = inhibition, most hits filed as inhibitors | EPAC2 GEF exchange of Rap1B-BODIPY-GDP, fluorescence; note: potency is the fitted concentration of half-maximal effect; % is set by controls: 0 for no effect and ±100 for the full control effect; nearly all actives have a fitted effect of over 45% in size; many of its hits are not listed in these tables
Target sequence (Q8WZA2 whole entry, looked up): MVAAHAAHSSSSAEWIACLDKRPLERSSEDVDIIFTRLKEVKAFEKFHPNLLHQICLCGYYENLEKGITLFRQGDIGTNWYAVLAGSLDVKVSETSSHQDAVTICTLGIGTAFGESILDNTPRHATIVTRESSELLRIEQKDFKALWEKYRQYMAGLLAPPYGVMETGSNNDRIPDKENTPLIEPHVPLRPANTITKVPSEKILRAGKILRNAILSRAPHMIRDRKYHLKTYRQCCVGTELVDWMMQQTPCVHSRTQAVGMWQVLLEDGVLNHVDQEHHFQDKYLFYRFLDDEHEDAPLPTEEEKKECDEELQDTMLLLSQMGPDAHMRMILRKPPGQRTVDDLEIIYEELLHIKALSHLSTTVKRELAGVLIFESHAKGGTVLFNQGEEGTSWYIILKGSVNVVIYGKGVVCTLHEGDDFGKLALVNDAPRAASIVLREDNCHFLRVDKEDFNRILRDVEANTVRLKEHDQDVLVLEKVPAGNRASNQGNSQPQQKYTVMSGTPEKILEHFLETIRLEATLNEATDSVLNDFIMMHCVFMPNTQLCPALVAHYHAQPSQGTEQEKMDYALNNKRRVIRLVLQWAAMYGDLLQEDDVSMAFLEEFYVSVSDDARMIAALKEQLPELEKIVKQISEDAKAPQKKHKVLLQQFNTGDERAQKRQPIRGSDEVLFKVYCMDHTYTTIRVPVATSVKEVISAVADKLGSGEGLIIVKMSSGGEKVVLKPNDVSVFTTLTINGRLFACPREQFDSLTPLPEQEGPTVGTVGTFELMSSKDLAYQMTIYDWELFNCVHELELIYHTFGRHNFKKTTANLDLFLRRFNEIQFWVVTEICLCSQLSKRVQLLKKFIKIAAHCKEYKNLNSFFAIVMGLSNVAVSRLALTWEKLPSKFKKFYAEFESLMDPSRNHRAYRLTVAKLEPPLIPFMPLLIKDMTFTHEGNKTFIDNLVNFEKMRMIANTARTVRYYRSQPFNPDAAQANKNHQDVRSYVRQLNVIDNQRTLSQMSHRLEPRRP
CCT modulator = changes cytosolic chaperonin activity; purified chaperonin ATPase assay, HTRF ADP detection, 30 min; activity change, % (concentration not given with the values), hits read low; 360,000 compounds, 0.3% hits; AID 651819; in the data active = activity change below about -30%; note: % is set by controls: 0 for no effect and ±100 for the full control effect
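TRiC at 40 or 20 nM final (batch-dependent) in 30 mM Tris pH 7.4, 100 mM KCl, 5 mM MgCl2, 1 mM DTT, with compound at single 76 uM and 10 uM ATP, 30 min at 37 deg C. ADP detected by HTRF Transcreener, 665/615 ratio.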
EPAC2 agonist = EPAC2 (human) agonism | AID 720711 | Q8WZA2 | Potency, µM (series often up to 154 µM), inactives show at the top dose activation, most hits filed as activators | 360,000 compounds, 0.079% hits | EPAC2 activation, biochemical qHTS; response scale: 100% = 6.5 mM cAMP response; note: potency is the fitted concentration of half-maximal effect; nearly all actives have a fitted effect of over 50% in size
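Nucleotide exchange monitored as fluorescence drop when BODIPY-GDP leaves Rap1B. Reaction: 100 nM EPAC2, 250 nM RAP1B-BODIPY-GDP, 50 uM GDP, room temperature, kinetic read over 30 min. Activity expressed relative to 6.5 mM cAMP.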
A549 viability = counter-screen for Nrf2 inhibitors: cytotoxicity in A549 cells; A549 ARE-Fluc cells, CellTiter-Fluor viability, 18-24 h; Potency, µM (highest dose often 46 µM), for the others: top-dose activity change, negative = cytotoxicity, most hits filed as inhibitors; 390,000 compounds, 0.16% hits; note: potency is the fitted concentration of half-maximal effect; % is set by controls: 0 for no effect and ±100 for the full control effect
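A549 ARE-Fluc cells in 5% FBS OPTI-MEM, 5000 cells/well, rested 2 h then exposed to compounds in concentration-response for 18-24 h at 37 °C. Viability by CellTiter-Fluor fluorescence (Ex 405/Em 525) after 30 min; luciferase luminescence (BugLite, 15 min, RT) read afterwards.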
TGFb inhibitor = inhibitors of TGF-b signaling; 410,000 compounds, 1.2% hits; Potency, µM (doses to about 46.1 µM), for the others: top-dose activity, negative = inhibition, hits mostly inhibitors; AID 588855; HepG2 CAGA-GFP TGF-b/SMAD3 reporter, GFP fluorescence, 18 h; TGF-beta stimulated, 500 pg/mL final; note: potency is the fitted concentration of half-maximal effect; % is set by controls: 0 for no effect and ±100 for the full control effect; nearly all actives have a fitted effect of over 65% in size
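HEPG2 CAGA-GFP cells (1000/well, DMEM with 1% FBS) were pre-incubated 2 h at 37 degrees C, given compound by pin tool, then stimulated with TGF-beta at 500 pg/mL final for 18 h before per-cell GFP fluorescence imaging.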
Nrf2 activator = Nrf2 pathway activation. AREc32 ARE-luciferase reporter (MCF7-derived line), luminescence, 24 h. Potency, µM (titrated, usually from 46.1 µM), for the others: at the top dose activation, hits mostly activators. 410,000 compounds, 0.31% hits. AID 624171; note: potency is the fitted concentration of half-maximal effect; % of control where 0% means no effect; nearly all actives have a fitted effect of over 65% in size
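Luciferase luminescence (Steady-Glo, 30 min at room temperature) served as the read-out of ARE activation in AREc32 cells treated with compounds for 24 hr at 37 deg C.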
pAkt inh = Akt phosphorylation inhibition | Neuro2A IGF-stimulated pAkt S473 HTRF, 20 min; active compounds read low | activity change, % for hits at 50 µM | 360,000 compounds, 0.32% hits; in the data active = activity change below about -80%; inconclusive = mostly about -51% to -80%; note: % is set by controls: 0 for no effect and ±100 for the full control effect
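Single-point screen (50 µM final compound) in Neuro2A cells stimulated 20 min with 6 nM IGF at 37 deg C. After lysis, Ser473-phosphorylated Akt read by HTRF (ex 330 nm, em 615/665 nm) as the 665/615 ratio.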
MmCpn inh = M. maripaludis TRiC chaperonin inhibition; purified Mm-Cpn ATPase, ADP Transcreener TR-FRET; Potency, µM (highest dose often 76.9 µM), for inactives: top-dose activity, negative = inhibition, actives largely listed as inhibitors; 330,000 compounds, 0.031% hits; AID 504842; note: potency is the fitted concentration of half-maximal effect; % is set by controls: 0 for no effect and ±100 for the full control effect; nearly all actives have a fitted effect of over 80% in size
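TR-FRET (320 nm excitation; 590 and 665 nm emission) reports ADP made from 10 uM ATP by 25 nM enzyme; compounds were preincubated 10 min, reaction run 30 min, both at 37°C.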
An asterisk follows results filed as active; i = inactive; ? = inconclusive; nt = not tested or not shown; & = joins results of further samples; [ ] = another dose, or the depositor's remark. Unless noted, calls come from the whole dose curve; as a rule, active = well fitted curve in the direction sought with a large enough effect; inconclusive = small, poorly fitted or top-dose-only effect, or another doubt; inactive = no such curve, though single readings can be large; an effect the other way counts as inactive or inconclusive.

SMILES,CCT modulator,EPAC2 antagonist,pAkt inh,Nrf2 inh,MmCpn inh,Nrf2 activator,A549 viability,TGFb inhibitor,EPAC2 agonist
O=C(COC(=O)c1ccccn1)NCc1ccc(Cl)cc1Cl,-0.8,-12%,i,-12%,0%,-0.8%,-4%,-23%,-1%
COc1ccc(CCC(=O)Nc2ncc(C)s2)cc1OC,-3.4,-1%,i,-10%,0%,0.0%,-2%,-3%,4%
Cc1ccc(F)cc1CNC(=O)c1cc(COc2ccc3ncccc3c2)on1,-1.9,8%,i,?,-1%,2.1%,2%,-4%,6%
COc1ccc(NC(=O)NC(=O)c2ccccc2)cc1,1.7,6%,i,?,1%,7.7%,11%,-4%,3%
O=C(N/N=C/c1ccoc1)c1ccc([N+](=O)[O-])cc1,0.6,15%,i,8%,4%,-0.2%,-1%,0%,3%
O=C(c1cc2ncc(Br)cn2n1)N1CCCCC1,-0.7,5%,i,11%,-2%,0.0%,-3%,-2%,-4%
Nc1ccc2cc3ccccc3cc2c1,-1.1,-2%,i,?,nt,4.4%,-3%,-9%,5%
COc1ccc(C(=O)C(C)OC(=O)CN2C(=O)c3ccccc3C2=O)cc1 (configuration not stated),0.3,-28%,i,-17%,-1%,-0.6%,0%,0%,10%
CC(C)C[C@H]1CNC(=S)N1CC1CCN(CCCCc2ccccc2)CC1,-11,-9%,i,-4%,nt,0.4%,-2%,?,6%
COc1ccc(/C=C/C(=O)OCc2nc3ccccc3c(=O)[nH]2)c(OC)c1,-1.6,3%,i,8%,1%,2.3%,3%,-1%,-3%
CCN(CC)C(=O)CN1CCN(c2ncccn2)CC1,-1.3,-4%,i,-7%,-1%,-0.4%,-1%,0%,5%
CCOC(=O)C1=NN(C(=O)c2ccco2)C2(CC2)C1,3.3,10%,i,8%,-3%,-0.8%,1%,-8%,7%
O=c1cc(-c2ccccc2)oc2ccc(Br)cc12,-1.0,9%,i,?,-8%,?,-1%,9%,-7%
O=C(OC1Cn2c(=O)ccc(=O)n2C1)c1ccccc1,-0.3,2%,i,-5%,2%,-0.2%,-2%,-2%,-4%
Cc1c(C(=O)Nc2ccc(N3CCOCC3)cc2)oc2ccccc12,0.4,-7%,i,10%,-4%,8.4%,-10%,10%,15%
CCOC(=O)c1oc2cc(O)cc(O)c2c(=O)c1OCc1ccccc1,-0.3,-15%,i,7%,nt,3.6%,0%,?,9%
CCNC(=S)N/N=C1\C(=O)c2cccc3cccc1c23,-1.7,2%,i,5%,-2%,?,-1%,-9%,3%
COc1ccc(NC(=O)/C(C#N)=C\c2ccc(N3CCOCC3)o2)cc1,2.4,1%,i,?,-11%,2.3%,-24%,183%[activator],19%
N=C(N)SCc1cccc2ccccc12,-0.2,-1%,i,2%,2%,5.4%,3%,-5%,11%
O=C(CCn1c(=O)[nH]c2ccsc2c1=O)N1CCc2ccccc2C1,-0.9,-6%,i,-26%,1%,0.3%,6%,12%,11%
CCN1CCN(C(c2ccccc2OC)c2nnnn2C2CCCCC2)CC1 (configuration not stated),-1.5,-4%,i,7%,-3%,-0.4%,12%,9%,10%
COc1ccc(C(=O)Nc2ccccc2C(=O)Nc2ccccc2)cc1,2.8,-2%,i,nt,nt,4.1%,nt,2%,12%
Cc1sc2nc(CSC(C)C(=O)Nc3cc(S(C)(=O)=O)ccc3Cl)[nH]c(=O)c2c1C (configuration not stated),1.8,3%,i,6%,-7%,0.1%,-15%,-2%,-1%
Cn1c(=O)c2sccc2n2c(CCCC(=O)Nc3ccc(Oc4ccc(Cl)cc4)cc3)nnc12,nt,nt,nt,-107%,nt,0.1%,-8%,?,nt
Cc1ccc(-c2cc(C(F)(F)F)c(C#N)c(=O)[nH]2)cc1,-0.5,-16%,i,?,-1%,-0.6%[9.22 µM],-7%,-29%,-7%
O=C(NCC(c1ccco1)N1CCN(c2ccccc2)CC1)OCc1ccccc1 (configuration not stated),-1.3,2%,i,6%,-1%,-0.7%,8%,-1%,11%
Cc1ccc(Cl)cc1N1CCN(C(=O)C2CCN(S(=O)(=O)Cc3ccccc3)CC2)CC1,nt,nt,nt,?,nt,0.3%,-3%,-24%,nt
C/C=C/c1cc(CN2CCN(c3ccccc3)CC2)c(O)c(OC)c1,1.0,4%,i,10%,0%,0.9%,3%,-12%,9%
CCC1CC(=O)CCN1S(=O)(=O)c1ccc(C)cc1 (configuration not stated),-2.7,10%,i,5%,nt,-0.8%,-9%,-3%,4%
NS(=O)(=O)c1ccc(CCNC(=O)COC(=O)c2nc(Cl)ccc2Cl)cc1,2.8,5%,i,6%,3%,-0.6%,4%,0%,2%
C[C@H]1CN([C@@H](C)CO)C(=O)c2cc(Br)cnc2O[C@H]1CN(C)C(=O)c1cccnc1,-2.7,-8%,i,nt,nt,-1.0%,nt,-6%,5%
CC/C(=N\NC(=O)COc1ccc(Br)cc1)c1ccc(OC)c(OC)c1,-1.3,0%,i,-14%,-7%,1.8%,2%,9%,6%
CCN1CCN(CCC(=O)Nc2ccc(Br)c(C)c2)CC1,-1.3,7%,i,?,-2%,5.1%,19%,-1%,1%
Cc1ccccc1CN1[C@@H](CC2CCCCC2)COCCS1(=O)=O,-2.3,?,i,?,0%,-0.7%,-2%,11µM*,5%
CC(=O)c1cnc2c(-c3ccccc3)cnn2c1C,-1.4,7%,i,0%,2%,3.9%,-6%,-16%,2%
Cc1c(O)ccc(/C=N/Nc2nc(-c3cccnc3)nc3ccccc23)c1O,-0.6,0%,i,-7%&-13%,-2%,3.9%,-8%&-15%,?,5%
CC(=NNC(=O)c1cc(C)nc2ccccc12)c1ccc(N2CCOCC2)cc1,-0.1,-3%,i,-5%,-2%,-0.6%,-1%,0%,6%
O=c1c2ccccc2c(C=NCCc2ccccc2)c(O)n1Cc1ccccc1,1.8,-5%,i,nt,-1%,0.1%,-6%,22%,12%
Brc1cc(Br)c2nc(-c3ccc(N4CCOCC4)cc3)ccc2c1,-2.3,13%,i,?,-24%,8.0%,11%,7%,4%
CCN(CC)c1ccc(/C=C/c2cc(-c3ccccc3)c3ccccc3n2)cc1,1.2,20%,i,0%,35µM*,2.5%,?,51%[activator],-22%
Cc1noc(C)c1S(=O)(=O)N(C)C[C@H]1Oc2ccc(NC(=O)NC(C)C)cc2C(=O)N([C@H](C)CO)C[C@@H]1C,1.3,-2%,i,9%,2%,-0.1%,3%,2%,-2%
Cn1ncc2c(Nc3ccc([N+](=O)[O-])cc3)nc(Cl)nc21,2.7,7%,i,3%,-2%,-1.0%,11%,15%,9%
O=C(NCc1ccccc1Cl)c1cc2c(s1)CS(=O)(=O)C2,-0.9,5%,i,0%,-8%,0.3%,2%,2%,-4%
COc1ccc(C(=O)CN2C(=O)c3ccccc3C2=O)c(OC)c1,-1.9,-15%,i,?,2%,-0.3%,1%,-2%,13%
CC(C)(C)NC(=O)COC(=O)c1snc(C(=O)NC2CCCCC2)c1N,-2.3,-2%,i,?,1%,-0.6%,-22%,?,-3%
CC(O)(c1ccccc1)c1nc(-c2cccc(F)c2)cs1 (configuration not stated),1.4,?,i,nt,nt,1.1%,nt,?,-2%
Cc1noc(C)c1CC(=O)Nc1ccc2c(c1)OCO2,2.4,-4%,i,2%,-1%,2.5%,0%,9%,7%
CCOc1ccccc1Nc1nc(-c2cccnc2)cs1,-11,-4%,i,-2%,1%,2.2%,-7%,7%,17%
Cc1ccc(NS(=O)(=O)c2ccc(C(=O)NCCCN3CCCC3=O)cc2)cc1,-0.7,-2%,i,-19%,-3%,0.1%,4%,-21%,8%
COc1ccc(C2(O)C(=O)Nc3ccc(C)cc32)cc1 (configuration not stated),-1.0,-2%,i,15%,0%,-1.3%,-1%,1%,11%
COc1ccc(N=C2C(=O)Nc3c(C)cccc32)cc1,0.5,-4%,i,-17%,1%,3.9%,-9%,?,5%
c1ccc(-n2cnnc2SCc2nc3ccccc3s2)cc1,-0.5,0%,i,?,-1%,12%,-11%,-12%,2%
CC(=O)c1cccc(NC(=O)N2CCC(NC(=O)C3CCCCC3)CC2)c1,0.5,-4%,i,3%,0%,-0.2%,-8%,-16%,3%
COc1ccc(-c2nc(N)nc(N)n2)c(O)c1,-0.4,-3%,i,10%,1%,-2.3%,-2%,-3%,5%
Cc1ccc(Nc2nc(N)nc(CSc3nc(C)cc(C)n3)n2)cc1,-0.1,-4%,i,-3%,nt,0.1%,-1%,3%,-1%

This is a subset, so the mix of outcomes need not match the whole.
